LGR2 inh = inhibitors of bursicon-induced LGR2 CRE-luciferase signal, primary screen, cell-based, HEK293, CRE-luciferase reporter, bursicon stimulation; Drosophila bursicon receptor LGR2 (rickets); bursicon-stimulated, 4 h; inhibition, % at 9.99 µM; 0.35% of 380,000 active; AID 720647, 2013;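 active means drop in luminescence signal, shown as inhibition above about 50% in the replicate tests, limit read from the data, passing the limit was not always enough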;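 further: agonist challenge used bursicon conditioned medium at about half maximal strength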
miR-122 sensor = miR-122 Renilla sensor signal increase in Huh7, primary screen, miR-122 inhibitor project, cell-based, single point, plate reader; Huh7 miR-122 Renilla luciferase sensor, 48 h; neutral wells = 0, positive control = 100; activation (reporter increase), % at 12.5 µM; 0.3% of 340,000 active;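 active means mean replicate activation score at least 90 and every replicate individually at or above 90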;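 further: higher luciferase means less miR-122 activity so hits act as miR-122 inhibitors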
Cneo AK release = Cryptococcus neoformans cell lysis inducers, primary screen, AK release luminescence, single concentration; C. neoformans lysis, adenylate kinase release luminescence, 4 h; normalised: neutral wells 0, clomiphene wells 100; lysis activity, % at 15 µM; 0.2% of 360,000 active; AID 651654, 2012;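 active means mean lysis activity across replicates of at least 80%, whatever share of replicates individually reach that level; inactive means mean lysis activity below 80%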
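Test system: log-phase Cryptococcus neoformans yeast cells; Quantity: yeast cell density of 5 × 10^6 cells/mL; Buffer or medium: YPD; Doses: single compound concentration per well; Timing: 4 h at 37 °C static, read 1 h later; Measured by: AK luminescence; Read-out basis: lysis from increased AK signal; Control set: Clomiphene as positive control.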
PGC1a acetyl inh = inhibitors of PGC1a acetylation signal, primary screen, cell-based, U2OS, AlphaScreen, inhibitor mode. AlphaScreen anti-acetyl-lysine; with virally co-expressed GCN5 acetyltransferase. inhibition, % at 15.6 µM. 0.17% of 350,000 active;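 active means every replicate shows inhibition of at least 40%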;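 further: 0% = neutral control wells and 100% = positive control wells; some results beyond the cut were filed as inactive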
FN deposit inh = inhibitors of fibronectin matrix deposition, primary screen, AH1F cells, Alexa488-fibronectin fluorescence, plate reader; AH1F fibroblasts, overnight; inhibition, % at 12.6 µM; 0.086% of 350,000 active; AID 743247, 2014;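 active means mean inhibition across replicates of 30% or more, regardless of how many single replicates reach that level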;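 further: positive control wells lacked labelled fibronectin entirely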
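Material – AH1F fibroblast monolayer, labelled fibronectin deposition · Reagent – labelled fibronectin 24 nM · Timing – 1 h adhesion, overnight exposure · Measured by – fluorescence at 485 nm excitation, 525 nm emission · Read-out – inhibition of fibronectin deposition signal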
EWS-Fli inh = EWS/Fli-driven NR0B1 reporter inhibitors, primary screen, A673 cells, NR0B1 luciferase, luminescence, MLPCN library. viability-normalised. inhibition, % at 12.6 µM. 0.67% of 350,000 active;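 active means mean inhibition of at least 50% after viability correction, with every replicate also passing that limit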;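 further: firefly luciferase signal divided by Alamar Blue viability fluorescence both relative to DMSO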
CASP6 VEID inh = human caspase-6 inhibitors, primary screen, biochemical, VEID-R110 fluorescence, single point, set 2; P55212; purified caspase-6, Z-VEID-R110 cleavage fluorescence; inhibition, % at 12.5 µM; 0.53% of 350,000 active;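 active means mean inhibition across replicates at least about 35%, with every replicate also reaching that limit, limit read from the data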;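 further: 0% = median of neutral control wells and 100% = no fluorescence left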
Target sequence (P55212 24-179 limits assumed): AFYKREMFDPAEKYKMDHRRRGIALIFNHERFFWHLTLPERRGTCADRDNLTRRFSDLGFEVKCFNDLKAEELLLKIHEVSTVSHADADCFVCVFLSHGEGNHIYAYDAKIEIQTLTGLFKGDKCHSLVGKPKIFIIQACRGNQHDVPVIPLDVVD
Target sequence (P55212 194-293 limits assumed): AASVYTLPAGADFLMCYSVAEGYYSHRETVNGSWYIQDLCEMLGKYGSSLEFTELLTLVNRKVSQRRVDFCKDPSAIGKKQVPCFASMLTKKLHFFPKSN
PAX8 inh HTS = inhibitors of PAX8-driven TPO luciferase reporter, primary screen, RMG-I cells, single concentration; 1.2% of 360,000 active; AID 652154, 2013; SteadyGlo, 24 h; inhibition, % at 12.6 µM;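 active means mean replicate inhibition at least 60% with every replicate also reaching 60%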;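 further: luciferase light reporting Pax8 driven TPO promoter activity; plate controls were median of neutral control wells for no effect and mitoxantrone controls for full effect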
* hit, by the source's call; . = no result given; & = joins results of further samples; ! = not active in a repeat; [ ] = dose if it differs, or a comment.

no. | SMILES | LGR2 inh | miR-122 sensor | Cneo AK release | PGC1a acetyl inh
1 | COc1cc(CN2CCN(c3ccccc3C)CC2)cc([N+](=O)[O-])c1O | -1 | -5 | 0 | -3
2 | COc1ccc(C(=O)N2CCN(S(=O)(=O)c3ccc(Cl)cc3)CC2)cc1OC | . | -2 | 11 | -6
3 | O=C(COc1ccc2ccccc2c1)N1CCN(C(=O)c2cccnc2)CC1 | . | . | -1 | -2
4 | Cc1ccc(C(=O)NCC(=O)OCCCn2c(=O)[nH]c3ccccc32)cc1C | -1 | -2 | 2 | 4
5 | COCCn1cnnc1SCC(=O)Nc1cccc(S(=O)(=O)N2CCCCC2)c1 | -12 | -9 | 6 | 1
6 | O=C(C[C@H]1C[C@@H]2c3cc(NC(=O)C4CCC4)ccc3O[C@@H]2[C@H](CO)O1)NCc1ccc2c(c1)OCO2 | -9 | 11[16.7 µM] | 3 | 18
7 | CC(C)C1Oc2ccccc2N(CC(=O)N(Cc2ccncc2)Cc2ccco2)C1=O (configuration not stated) | . | -1 | -2 | 0
8 | CC1(C(=O)NS(=O)(=O)c2ccc(F)cc2F)CCN1C(=O)c1ccccc1CCc1ccccc1 (configuration not stated) | 18 | -3 | -1 | -4
9 | O=C(NNc1nc2ccccc2o1)c1ccccc1 | 24 | -2 | -3 | 3
10 | CCc1nnc(NC(=O)c2ccc(COc3ccccc3Cl)o2)s1 | 3 | 0 | 2 | .

no. | FN deposit inh | EWS-Fli inh | CASP6 VEID inh | PAX8 inh HTS
1 | 1 | . | . | -9
2 | 2 | . | . | 13
3 | -7 | . | . | 0
4 | -3 | 1 | -2 | 1
5 | -2 | 2 | -3 | 1
6 | -6 | 12 | 0 | -11
7 | -6 | . | . | 11
8 | -5 | -3 | 2 | -13
9 | -14 | 4 | -2 | -21
10 | 2 | -1 | -5 | 2

(further entries)
no. | SMILES | LGR2 inh | miR-122 sensor | Cneo AK release | PGC1a acetyl inh
11 | O=C(NC1CCCC1)N[C@@H]1CC[C@H](CC(=O)N2CCOCC2)O[C@H]1CO | -11 | -11[16.7 µM] | 5 | 2
12 | COCCn1c(C)nnc1SCC(=O)NNC(=O)c1ccc(Br)cc1 | -9 | . | 2 | .
13 | COc1ccc(Cl)cc1-c1n[nH]c(=S)o1 | . | 0 | 1 | -6
14 | C[C@H]1CN([C@@H](C)CO)C(=O)c2cccc(NC(=O)NC3CCCCC3)c2O[C@H]1CN(C)S(=O)(=O)c1cn(C)cn1 | -12 | -2[16.7 µM] | -1 | -1
15 | COc1cc(NC(=O)c2nccnc2C(=O)O)cc(OC)c1 | -4 | 16 | -1 | 5
16 | O=C(CSc1ccc(-c2ccco2)nn1)NCc1ccc2c(c1)OCO2 | -3 | . | . | 8
17 | O=C(NCC[C@@H]1CC[C@H](NC(=O)C2CCCCC2)[C@@H](CO)O1)c1cc(Cl)cc(Cl)c1 | -3 | . | -1 | -9
18 | Cc1ccccc1N1CCN(C2CCCN(C(=O)CCN3CCCCC3=O)C2)CC1 (configuration not stated) | -1 | -2 | -3 | 9
19 | Cc1noc(C)c1NC(=O)Nc1cccc2c1O[C@H](CN(C)C(=O)Nc1ccc(C(F)(F)F)cc1)[C@@H](C)CN([C@@H](C)CO)C2=O | 11 | 0[16.7 µM] | 0 | 0
20 | Cc1ccc(S(=O)(=O)/C(C#N)=C/c2c(N3CC(C)OC(C)C3)nc3ccccn3c2=O)cc1 (configuration not stated) | . | -6 | 1 | 8

no. | FN deposit inh | EWS-Fli inh | CASP6 VEID inh | PAX8 inh HTS
11 | . | -2 | 0 | 18
12 | 5 | -1 | 1 | -7
13 | -11 | . | . | 2
14 | -2 | -8 | -1 | .
15 | -1 | -4 | 0 | 2
16 | -3 | -4 | 7 | 3
17 | 8 | 4 | 1 | 4
18 | -9 | -12 | -1 | -2
19 | 7 | -5 | -3 | -12
20 | . | . | . | -7

Following part:
no. | SMILES | LGR2 inh | miR-122 sensor | Cneo AK release | PGC1a acetyl inh
21 | CC(OC(=O)c1ccccn1)C(=O)Nc1ccc(C(F)(F)F)cc1 (configuration not stated) | . | . | 7 | .
22 | Cc1ccc(OCC(=O)N2CCc3ccccc3C2)cc1C | -14 | -1 | 2 | 29
23 | CS(=O)(=O)Nc1nc2n(n1)C(c1ccc(F)cc1)CC(c1ccccc1)N2 (configuration not stated) | 21 | -5 | -1 | 3
24 | C=CCOc1c(Br)cc(/C=N\n2nnnc2N)cc1OC | 16 | 0 | -2 | 2
25 | COc1ccc(S(=O)(=O)N(C)C[C@H]2OCCCC[C@@H](C)Oc3ccc(NS(=O)(=O)c4cccs4)cc3C(=O)N([C@H](C)CO)C[C@@H]2C)cc1 | 0 | -10[16.7 µM] | -6 | -16
26 | CCCCC(=O)Nc1ccc(N2CCN(S(C)(=O)=O)CC2)cc1 | . | -4 | 3 | 2
27 | COC(=O)C[C@@H]1CC[C@H]2[C@@H](COC[C@H](O)CN2S(=O)(=O)c2ccccc2OC)O1 | -5 | 4[16.7 µM] | 1 | 0
28 | CCOC(=O)CC[C@H](NC(=O)Cn1cnc(C(=O)Nc2ccc(C)c(C)c2)n1)C(=O)OCC | -16 | -1 | -1 | -1
29 | CC[C@]12c3[nH]c4cc(-c5ccco5)ccc4c3CCN1C(=O)[C@@H](CC(=O)NCCN1CCOCC1)C[C@@H]2C(=O)N1CCN(C(=O)C2CC2)CC1 | -20 | 5 | 2 | .
30 | CCC(=O)Nc1ccc2c(c1)C(=O)N(C)C[C@H](OC)[C@H](C)CN(CC1CCCCC1)[C@@H](C)CO2 | 4 | 0[16.7 µM] | 2 | -4

no. | FN deposit inh | EWS-Fli inh | CASP6 VEID inh | PAX8 inh HTS
21 | 1 | -12 | 1 | 5
22 | -2 | -13 | -1 | -7
23 | -4 | -5 | -2 | -3
24 | -2 | . | . | 6
25 | . | -2 | 0 | -13
26 | 2 | . | . | .
27 | -3 | -2 | 1 | -7
28 | 1 | -70 | -1 | -51
29 | -6 | 10 | -20 | -21
30 | -3 | 3 | . | .

(listing goes on)
no. | SMILES | LGR2 inh | miR-122 sensor | Cneo AK release | PGC1a acetyl inh
31 | COc1ccc(C(=O)/C=C/c2cn(CC(O)CN3CCN(C)CC3)c3ccccc23)cc1OC (configuration not stated) | 12 | . | . | 10
32 | O=C(O)COc1ccccc1/C=N/NC(=O)CSc1nnc(-c2ccc(Cl)cc2)n1C1CCCCC1 | 0 | 2 | 3 | 4
33 | COc1ccccc1N1CCN(C2CCN(C(=O)c3cc(OC)c(OC)c(OC)c3)CC2)CC1 | . | -5 | 1 | 10
34 | C[C@H](CO)N1C[C@H](C)[C@@H](CN(C)S(=O)(=O)c2cccs2)Oc2ccc(NC(=O)NC3CCCCC3)cc2C1=O | 10&13 | 0[16.7 µM] | -3&-1 | 4
35 | Cc1ccc(C(C)C)c(OCC(=O)NNC(=O)CC2OC(=O)c3ccccc32)c1 (configuration not stated) | -14 | -5 | 0 | -3
36 | COc1cccc(OC)c1OCCN1CCCC1 | 15 | . | 1 | .
37 | COc1cc(CNCCO)cc(Br)c1OCc1ccccc1 | 4 | . | . | .
38 | Cc1ccc(C(=O)Nc2ccc3nccnc3c2)cc1 | 32 | -4 | -13 | 9
39 | O=C(CSc1nc(-c2ccccc2)cs1)N1CCN(C(=O)c2ccco2)CC1 | . | 3 | -2 | -1
40 | O=C(c1ccccn1)N1CC(=O)N2[C@@H](CO)[C@H](c3ccc(C#Cc4ccccc4)cc3)[C@@H]2C1 | 19 | . | . | -3

no. | FN deposit inh | EWS-Fli inh | CASP6 VEID inh | PAX8 inh HTS
31 | -2 | 47 | -95 | -2
32 | -2 | 2 | 27 | 8
33 | -3 | . | . | .
34 | -7 | 8&3 | 2&7 | -13
35 | 4 | -8 | 3 | 5
36 | -1 | -28 | -7 | -3
37 | 7 | -1 | -4 | 1
38 | . | . | . | .
39 | 4 | . | . | .
40 | . | 6 | 0 | .

Another view of 8 compounds above.
33. COc1ccccc1N1CCN(C2CCN(C(=O)c3cc(OC)c(OC)c(OC)c3)CC2)CC1
34. C[C@H](CO)N1C[C@H](C)[C@@H](CN(C)S(=O)(=O)c2cccs2)Oc2ccc(NC(=O)NC3CCCCC3)cc2C1=O
35. Cc1ccc(C(C)C)c(OCC(=O)NNC(=O)CC2OC(=O)c3ccccc32)c1 (configuration not stated)
36. COc1cccc(OC)c1OCCN1CCCC1
37. COc1cc(CNCCO)cc(Br)c1OCc1ccccc1
38. Cc1ccc(C(=O)Nc2ccc3nccnc3c2)cc1
39. O=C(CSc1nc(-c2ccccc2)cs1)N1CCN(C(=O)c2ccco2)CC1
40. O=C(c1ccccn1)N1CC(=O)N2[C@@H](CO)[C@H](c3ccc(C#Cc4ccccc4)cc3)[C@@H]2C1

assay / entry,33,34,35,36,37,38,39,40
LGR2 inh,.,10&13,-14,15,4,32,.,19
miR-122 sensor,-5,0[16.7 µM],-5,.,.,-4,3,.
Cneo AK release,1,-3&-1,0,1,.,-13,-2,.
PGC1a acetyl inh,10,4,-3,.,.,9,-1,-3
FN deposit inh,-3,-7,4,-1,7,.,4,.
EWS-Fli inh,.,8&3,-8,-28,-1,.,.,6
CASP6 VEID inh,.,2&7,3,-7,-4,.,.,0
PAX8 inh HTS,.,-13,5,-3,1,.,.,.

(further entries)
no. | SMILES | LGR2 inh | miR-122 sensor | Cneo AK release | PGC1a acetyl inh
41 | COc1cc(OC)cc(C(=O)OCC(=O)NCc2ccc3c(c2)OCO3)c1 | -21 | . | . | .
42 | CC1CCN(CCCN2C(=O)C3C(C(=O)Nc4ccc(Cl)cc4)C4C=CC3(O4)C2C(=O)NC2CCCCC2)CC1 (configuration not stated) | 8 | -10 | -3 | 0
43 | C=CCOc1cccc(C2c3c(oc4ccc(F)cc4c3=O)C(=O)N2CCCN2CCOCC2)c1 (configuration not stated) | 19 | 1 | 1 | 0
44 | C[C@H]1CN([C@@H](C)CO)C(=O)c2cc(NC(=O)CCCN(C)C)ccc2O[C@H]1CN(C)CC1CC1 | 14 | -1[16.7 µM] | -8 | 2
45 | Cc1ccc(/C=C/C(=O)OCC(=O)N(C)c2c(N)n(Cc3ccccc3)c(=O)[nH]c2=O)o1 | 17 | -2 | 0 | -14
46 | O=C(O)C1Cc2ccccc2CN1C(=O)COc1ccc(Br)cc1 (configuration not stated) | 6 | -3 | . | -6
47 | CCOC(=O)C1(CC2CC2)CCN(Cc2cc(Cl)c(O)c(OC)c2)CC1 | 17 | . | 1 | .
48 | N#Cc1ccc(-c2ccc(C3[C@@H]4CN(S(=O)(=O)c5ccc(F)cc5)C[C@H]3N4)cc2)cc1 (some centres not stated) | 32&-17 | . | . | 58*!
49 | S=C1NC(C23CC4CC(CC(C4)C2)C3)=CC(c2ccc3c(c2)OCO3)N1 (configuration not stated) | 1 | . | . | .

no. | FN deposit inh | EWS-Fli inh | CASP6 VEID inh | PAX8 inh HTS
41 | 2 | 5 | 0 | -10
42 | -1 | 19 | -8 | -8
43 | -15 | 2 | -1 | 6
44 | . | 0 | -3 | 4
45 | -11 | -2 | 2 | 30
46 | -4 | 3 | 4 | 13
47 | -6 | 12 | 0 | -3
48 | -7&3 | 3&4 | . | 38&-9
49 | -5 | -8 | -7 | -12

Bioassay records (PubChem)

An unsorted share of the library; 2.5% or so of the library scored in one or more.
